Rev-erbA mod: modulators of human Rev-erb alpha DNA binding | P20393 | Rev-erbα–FITC-DNA binding, fluorescence polarization, 90 min | activity, % at 10 µM | actives 0.79% (n = 370,000);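 active means activity above about 14%, limit read from the data; passing the limit was not always enough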;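 further: 0% = DMSO wells with 35 nM protein and 100% = DMSO wells with 750 nM protein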
Target sequence (P20393 whole entry, looked up): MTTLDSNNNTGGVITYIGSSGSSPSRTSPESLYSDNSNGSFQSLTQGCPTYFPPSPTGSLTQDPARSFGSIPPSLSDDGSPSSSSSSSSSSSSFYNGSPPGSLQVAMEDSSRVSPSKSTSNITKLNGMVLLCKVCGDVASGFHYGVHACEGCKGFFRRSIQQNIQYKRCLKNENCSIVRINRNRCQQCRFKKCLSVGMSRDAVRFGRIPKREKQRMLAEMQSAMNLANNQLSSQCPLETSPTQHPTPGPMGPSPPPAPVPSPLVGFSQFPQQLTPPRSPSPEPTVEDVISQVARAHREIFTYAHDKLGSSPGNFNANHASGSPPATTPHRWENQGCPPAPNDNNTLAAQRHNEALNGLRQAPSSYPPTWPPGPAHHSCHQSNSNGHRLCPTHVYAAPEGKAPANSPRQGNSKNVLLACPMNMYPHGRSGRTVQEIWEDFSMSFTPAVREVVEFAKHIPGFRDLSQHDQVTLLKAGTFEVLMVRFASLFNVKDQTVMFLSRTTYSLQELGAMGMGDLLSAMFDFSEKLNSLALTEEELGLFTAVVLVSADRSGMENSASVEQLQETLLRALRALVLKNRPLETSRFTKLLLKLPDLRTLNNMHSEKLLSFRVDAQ
DAX1 inh-1: inhibits human nuclear receptor DAX1. P51843. HEK293 Gal4-DAX1 luciferase reporter, luminescence. inhibition, % at 6.75 µM. actives 0.99% (n = 340,000). AID 504766;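 active means inhibition above the mean over all tested compounds plus 3 SD, cut at about 4.2% in these data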;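 further: 0% = DAX1-transfected cells with DMSO and 100% = empty-vector control cells with DMSO; inhibition shows as a rise in luminescence from relieved DAX1 repression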
hgDAF-12 ag: hgDAF-12 agonism, primary luciferase screen; actives 1.8% (n = 370,000); AID 687014; activation, % at 6.8 µM; HEK293 GAL4-hgDAF12 UAS-luciferase reporter, agonist luminescence; normalized to butyrate control;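 active means activation above a cutoff set at the mean of all screened compounds plus 3 SD, cut at about 10% in these data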;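 further: 0% = DMSO wells and 100% = sodium butyrate wells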
ssDAF12 agonist: S. stercoralis DAF-12 activation, primary screen; HEK293 ssDAF-12/GRIP1 lit1-tk-luc reporter, luminescence; % of 3 µM dafachronic acid response; activation, % at 6.8 µM; actives 1% (n = 370,000); AID 652126;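 active means activation above the mean over all tested compounds plus 3 SD, cut at about 0.9% in these data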;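 further: 0% = DMSO-only wells and 100% = 3 µM delta7-dafachronic acid wells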
sPLA2-III inh: Blocks human group III sPLA2 activity; QFRET BODIPY PC-A2 liposome hydrolysis, fluorescence; inhibition, % at 12.2 µM; Q9NZ20; actives 0.56% (n = 370,000);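 active means inhibition above mean plus 3 SD of compounds lying within the high and low control bounds, cut at about 19% in these data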;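 further: 0% = median of test compound wells and 100% = no enzyme DMSO wells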
Target sequence (Q9NZ20 whole entry, looked up): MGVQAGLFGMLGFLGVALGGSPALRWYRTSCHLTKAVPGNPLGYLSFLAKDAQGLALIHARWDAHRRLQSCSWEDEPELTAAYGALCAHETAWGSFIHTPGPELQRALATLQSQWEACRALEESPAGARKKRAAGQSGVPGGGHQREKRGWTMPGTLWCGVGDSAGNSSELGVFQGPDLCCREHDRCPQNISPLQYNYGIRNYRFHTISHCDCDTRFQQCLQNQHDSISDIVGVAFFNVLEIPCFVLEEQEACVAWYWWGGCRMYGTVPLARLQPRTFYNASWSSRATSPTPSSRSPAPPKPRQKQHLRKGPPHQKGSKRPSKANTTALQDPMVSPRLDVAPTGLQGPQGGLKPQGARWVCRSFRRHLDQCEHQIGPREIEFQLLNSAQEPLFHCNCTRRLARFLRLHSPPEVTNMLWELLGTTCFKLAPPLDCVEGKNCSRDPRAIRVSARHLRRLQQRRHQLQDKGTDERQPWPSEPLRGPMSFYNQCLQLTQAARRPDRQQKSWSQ
PLCb3 inh: inhibitors of human phospholipase C beta3; Q01970; Purified PLC-beta3, fluorogenic substrate, fluorescence; inhibition, % at 12.2 µM; actives 0.18% (n = 370,000); in the data active means inhibition above about 11%;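 further: 0% = median of compound wells on plate and 100% = full blocker control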
GAA850 FXN act: frataxin GAA850 promoter activation | activation, % at 6 µM | HEK293 lucGAA850 FXN promoter luciferase reporter, 24 h; percent of 10 µM SAHA response | AID 540364 | actives 0.56% (n = 360,000);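 active means activation above the average of all compounds screened plus 3 SD, cutoff fixed separately per campaign, cut at about 7.5% in these data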;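 further: 0% = DMSO wells and 100% = 10 µM SAHA wells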
hcDAF-12 act: H. contortus DAF-12 activation, primary screen. HEK293 hcDAF-12 lit1-tk-luc reporter, luminescence; 0% DMSO, 100% Δ7-dafachronic acid. actives 1.4% (n = 370,000). activation, % at 6.8 µM;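 active means activation above the mean of all tested compounds plus 3 SD, cut at about 5.5% in these data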;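 further: 100% = response to 3 µM Δ7-dafachronic acid high control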
PG9 Ab binder: small molecules binding HIV-1 gp120 antibody PG9. TR-FRET gp120-PG9 antibody binding. inhibition, % at 6.7 µM. actives 0.43% (n = 360,000); in the data active means inhibition above about 8.5%
DAX1 inh-2: DAX1 (NR0B1) inhibition, primary screen; AID 652010; actives 1.1% (n = 370,000); HEK293T StAR-luciferase reporter, SF-1/DAX-1 repression relief; inhibition, % at 6.8 µM;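 active means inhibition above the mean over all tested compounds plus 3 SD, cut at about 3.6% in these data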;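 further: 0% = DAX-1 cells with DMSO and 100% = cells lacking DAX-1 with DMSO; higher inhibition means more luminescence from relief of DAX-1 repression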
SMARCA2 act: SMARCA2 function activation, primary screen; activation, % at 9.1 µM; MG213 cells, MMTV-luciferase reporter, dexamethasone, overnight; actives 1% (n = 370,000); in the data active means activation above about 7.8%;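 further: 0% = vehicle wells and 100% = reference activator wells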
* hit, by the source's call; nt = no result given.

SMILES | Rev-erbA mod | DAX1 inh-1 | hgDAF-12 ag | ssDAF12 agonist | sPLA2-III inh | PLCb3 inh | GAA850 FXN act | hcDAF-12 act | PG9 Ab binder | DAX1 inh-2 | SMARCA2 act
COc1ccc(OCc2cc(C(=O)N(C)Cc3nnc(C)o3)no2)c(Cl)c1 | 1 | 1.0 | 9.9 | 0.3 | 6 | -4 | 4.1 | 6.6* | -0.1 | 1.0 | 0
COc1ccc(-c2oc3ccc(-c4ccc5c(c4)OCO5)cc3c2-c2ccc(OC)nc2)cc1 | 3 | 1.8 | 1.1 | -1.2 | -1 | -2 | 1.0 | -1.1 | -1.0 | 0.0 | -1
CCCNC(=S)N1CC2(C)CN(C(=O)C(=O)OCC)CC(C)(C1)C2=O | 2 | 0.9 | -1.3 | -0.9 | 6 | 1 | -2.1 | -1.8 | -0.8 | 0.0 | 6
Cc1ccc(S(=O)(=O)NCCC(c2ccccc2)c2ccco2)cc1 (stereo not drawn) | 3 | 1.3 | -3.0 | -1.1 | -25 | 0 | 1.1 | -1.7 | 3.1 | 0.0 | 1
CC(=O)c1ccc(S(=O)(=O)N2CCN(c3nc(-c4cccnc4)nc4ccccc34)CC2)cc1 | -6 | 0.0 | -1.9 | -1.7 | 1 | -44 | -1.1 | -1.6 | -0.7 | -3.3 | -3
CCn1nnc2cc(C(=O)NCCc3ccccc3F)ccc21 | -3 | -2.5 | 8.9 | -0.3 | 5 | -6 | -2.3 | 4.2 | 1.9 | 1.8 | 4
O=C(Nc1ccccc1OC(F)F)C1CC(=O)N(Cc2ccccc2)C1 (stereo not drawn) | -2 | 0.7 | -0.3 | -0.7 | -2 | -7 | 2.3 | -2.3 | -1.4 | 0.3 | 1
Nc1cc2[nH]c(=O)c3ccccc3c2cc1[N+](=O)[O-] | -8 | 1.4 | 6.9 | -0.8 | -10 | -10 | 7.3 | 2.0 | -5.2 | 5.4* | 2
COc1ccc(N2CC(C(=O)N[C@@H](C)C(=O)NC(C)c3ccccc3)CC2=O)cc1 (stereo partly drawn) | -2 | 0.7 | -0.2 | -0.8 | 11 | 4 | -1.7 | 1.2 | -3.0 | 0.0 | -4
CCCCC(=O)N(CCC)CCC | 3 | 0.4 | -0.5 | -1.3 | 9 | -5 | -0.5 | -1.9 | -0.9 | 0.0 | -3
CN(C)c1ccc(/C=C2\CCCc3c2nc2ccccc2c3C(=O)O)cc1 | -3 | 0.8 | 13* | 1.6* | -2 | -387 | 3.8 | 5.7* | -11 | 1.5 | 9.6*
CCOC(=O)c1[nH]c(CSc2nnc(-c3ccncc3)n2CCOC)c(C(=O)OCC)c1C | -3 | 1.6 | 4.7 | -1.5 | -10 | -5 | -0.3 | -2.4 | 0.6 | -0.6 | 1
C=CCN(c1ccccc1OC)S(=O)(=O)c1cccc(C(=O)NCC(c2ccc(OC)cc2)N2CCCC2)c1 (stereo not drawn) | -2 | 0.0 | 0.3 | -1.4 | -8 | -12 | -7.8 | -1.5 | -1.0 | 1.3 | 4
CCS(=O)c1scc(-c2ccc(Cl)cc2)c1C#N (stereo not drawn) | -5 | -0.1 | 0.6 | -2.1 | 0 | -6 | -0.3 | 0.1 | -3.1 | -0.5 | 0
CCS(=O)(=O)Nc1ccc2c(c1)C(=O)N(C)[C@@H]1CC[C@H](CC(=O)NCCOC)O[C@H]1CO2 | -1 | nt | 0.7 | -0.8 | 0 | -2 | nt | 0.8 | nt | 0.1 | -1
CC1(C(=O)NS(=O)(=O)c2ccccc2Cl)CCN1C(=O)CCc1ccccc1 (stereo not drawn) | -5 | nt | -0.6 | -1.4 | 13 | 1 | -2.0 | 0.2 | -2.9 | -0.5 | -2
CCOC(=O)CCCCCCCCC(=O)Nc1ccc(-n2[nH]c(=O)cc2C)cc1 | 1 | 2.4 | -0.3 | -1.0 | -28 | 1 | -0.5 | -1.8 | 3.2 | -1.7 | -4
N/C(Cn1cncn1)=N\NC(=O)C(=O)Nc1ccccc1 | 3 | -0.3 | 2.3 | -0.7 | 0 | -1 | 1.9 | -0.7 | -1.4 | 0.2 | 0
O=C1C2C3C=CC(C2C(=O)N1c1ccccc1O)C1C2C(=O)N(c4ccccc4O)C(=O)C2C31 (stereo not drawn) | 5 | -0.1 | -3.1 | -0.5 | -2 | 2 | 0.2 | 1.3 | 1.4 | 0.5 | 2
CN1C(=O)C2C=CC1C1C(=O)N(c3ccccc3)C(=O)C21 (stereo not drawn) | -8 | 3.5 | 17* | 0.8 | 4 | 1 | 1.6 | 9.5* | 0.6 | 4.0* | 7
O=C(NCc1ccccc1F)C1CCCN(S(=O)(=O)c2ccc(-n3cnnn3)cc2)C1 (stereo not drawn) | -2 | -0.8 | -3.4 | -1.1 | 11 | -4 | -0.3 | 0.3 | -0.1 | -0.5 | -4
COc1ccc2c(c1)C(=O)/C(=C/C=C/c1ccccc1)CC2 | 4 | 0.6 | 4.8 | 0.1 | 2 | -8 | 5.5 | 2.5 | -1.9 | 0.2 | 7
COc1ccc(C(CNC(=O)c2ccc(S(=O)(=O)N(C)C)cc2)N2CCCC2)cc1 (stereo not drawn) | -2 | 0.1 | 0.4 | -1.1 | -6 | -6 | 1.1 | 0.7 | 0.2 | 2.4 | 3
COC(=O)C(N)Cc1ccc(O)cc1 (stereo not drawn) | -5 | -0.4 | 1.0 | -0.8 | 5 | 2 | -0.1 | 0.4 | -0.6 | 0.3 | -1
COCCn1c(SCC(=O)Nc2cccc(F)c2)nc2c([nH]c3ccccc32)c1=O | -4 | 0.1 | 1.7 | 0.4 | 2 | -8 | 1.7 | 3.1 | 2.1 | 0.2 | 0
Cc1cc(C(C)(C)C)cc(C)c1Cn1c2[n+](c3ccc(C(F)(F)F)cc31)CCCCC2 | 0 | -0.2 | 0.1 | -0.8 | -31 | -6 | -1.3 | -2.1 | -2.4 | -1.7 | 2
Cc1cc(C)cc(NC(=O)CSc2nnc(CNC(=O)c3ccco3)o2)c1 | -1 | 0.0 | -1.3 | -0.6 | 0 | -5 | -0.9 | -0.5 | 1.2 | -0.1 | 0
O=C(NCc1ccccc1)[C@@H]1CCCN1C(=O)[C@H]1CCCN1C(=O)c1ccc(Cl)cc1 | -2 | nt | -1.4 | -1.1 | 21* | 0 | nt | -1.1 | 0.6 | -0.8 | -4
COc1ccc(-n2c(=O)[nH]c3cc(C(=O)NCCc4ccc(OC)c(OC)c4)ccc3c2=O)c(OC)c1 | 1 | 1.1 | 0.0 | -1.7 | -6 | -7 | 0.1 | -2.4 | -1.8 | -0.1 | -1
N#Cc1cnc2sc3ccccc3n2c1=N | 5 | 1.0 | 7.4 | 0.0 | -1 | -4 | 6.9 | 3.2 | -1.2 | 2.2 | 9.5*
CSc1nnc2n(-c3ccccc3)c(=O)c3c4c(sc3n12)CCC4 | -7 | -0.2 | -0.4 | -1.1 | 4 | 1 | 3.0 | -0.1 | 0.0 | -0.3 | 2
Cc1cccc(CS(=O)(=O)Cc2ccc(C(=O)NCC3CCCO3)o2)c1 (stereo not drawn) | -5 | -1.3 | 0.6 | -1.2 | 9 | -1 | 2.3 | -1.4 | 0.8 | -0.2 | -3
CC(C)CNC(=O)c1cccc(NC(=O)Cc2ccc(Cl)cc2)c1 | 3 | 1.1 | -3.8 | -1.0 | 1 | 0 | 0.5 | -0.9 | -0.3 | -0.8 | -1
COCCSc1nnc(NC(=O)C2CCCCC2)s1 | 2 | 1.0 | 4.8 | -1.0 | 6 | 3 | 3.4 | -0.2 | -2.7 | 0.7 | 1
Cc1c(S(=O)(=O)Nc2cccc(Cl)c2)c(=O)n(C)c(=O)n1C | 4 | -0.2 | 1.2 | -0.7 | 4 | 4 | 1.4 | 0.6 | -0.5 | 0.2 | -1
O=C1NC[C@@H](Cc2cccc3ccccc23)N(CCC23CC4CC(CC(C4)C2)C3)C1=O | -1 | 1.0 | -0.5 | -0.4 | -6 | -2 | 1.9 | -1.6 | 0.7 | -0.5 | 0
CCCCC(=O)Nc1ccccc1N1CCOCC1 | 1 | -0.9 | 1.5 | 0.2 | -1 | 1 | 0.2 | -1.6 | 0.2 | -0.1 | -3
COCCOc1ccc(C(F)(F)F)cc1NC(=O)Cc1ccc(S(=O)(=O)N2CCOCC2)s1 | -2 | -1.2 | -0.3 | -1.2 | -30 | -4 | 0.7 | -0.6 | 1.9 | -1.6 | -1
CC(=O)Nc1ccc(NC(=O)c2cccc3ccccc23)cc1 | 1 | -0.1 | 0.3 | -1.7 | -3 | -5 | 2.1 | -0.5 | -2.3 | 0.0 | 3
Cc1cc(Nc2ccccc2)n(-c2cccc(Cl)c2)n1 | 8 | 0.7 | -5.1 | -2.1 | 2 | -4 | 5.0 | -1.3 | 1.9 | -1.0 | -2
CS(=O)(=O)N(CC(=O)NCCSCc1cccc(Cl)c1)c1ccccc1F | 0 | -0.8 | -0.6 | -1.8 | -5 | -8 | 2.4 | -1.0 | 2.4 | -0.7 | -1
Cn1nnnc1SCC(=O)Nc1ccccc1N1CCCCC1 | 3 | -1.4 | -1.1 | -0.9 | -3 | 3 | 0.3 | -0.3 | -2.9 | 0.3 | -1
CCSc1ncc(CO)c(N)n1 | -4 | -1.4 | -3.0 | -1.0 | -2 | -2 | 0.2 | -1.9 | -2.7 | 0.2 | 0
CN(C(=O)COC(=O)C1COc2ccccc2O1)C1(C#N)CCCCC1 (stereo not drawn) | -4 | 0.3 | -0.6 | -1.3 | 2 | 0 | 2.0 | 0.4 | -1.5 | 0.1 | -2
O=C(NCC(=O)N(c1ccccc1F)C(C(=O)NC1CCCC1)c1ccco1)c1ccco1 (stereo not drawn) | 4 | -0.1 | -0.8 | -0.3 | 5 | 2 | 1.6 | -2.1 | -0.2 | -0.8 | -1
O=C(OCC(=O)N1CCCc2ccccc21)c1ccccc1[N+](=O)[O-] | -2 | 0.3 | 3.1 | -0.3 | -5 | -5 | 3.4 | 0.7 | -2.2 | 0.1 | 3
Cc1ccc(OCC2Cn3c(nc4c3c(=O)[nH]c(=O)n4C)O2)cc1C (stereo not drawn) | 1 | 0.3 | 2.2 | -1.1 | 3 | -5 | 2.5 | -0.7 | 1.4 | -0.1 | -1
O=C(COc1ccccc1F)Nc1cc(S(=O)(=O)Nc2cccc(Cl)c2)ccc1O | -3 | -0.9 | 1.3 | -1.7 | -45 | -10 | 2.6 | 0.7 | 0.1 | 0.4 | -3
Fc1ccc(-c2nc3c(Cl)cc(C(F)(F)F)cn3c2Cc2ccsc2)cc1 | 6 | nt | -0.1 | -0.1 | -19 | -1 | nt | 1.5 | -0.3 | -0.8 | -5
O=C(C[n+]1ccc(/C=N/O)cc1)N1CCCCC1 | -4 | 0.5 | 0.4 | -1.2 | 22* | -12 | 1.9 | -1.0 | -0.1 | 0.1 | -4

Two entries from above, with two lines to a compound:
Screens in order: Rev-erbA mod, DAX1 inh-1, hgDAF-12 ag, ssDAF12 agonist, sPLA2-III inh, PLCb3 inh, GAA850 FXN act, hcDAF-12 act, PG9 Ab binder, DAX1 inh-2, SMARCA2 act
CC(C)CNC(=O)c1cccc(NC(=O)Cc2ccc(Cl)cc2)c1
 : 3, 1.1, -3.8, -1.0, 1, 0, 0.5, -0.9, -0.3, -0.8, -1
COCCSc1nnc(NC(=O)C2CCCCC2)s1
 : 2, 1.0, 4.8, -1.0, 6, 3, 3.4, -0.2, -2.7, 0.7, 1

Bioassay records: PubChem, several laboratories
